Assay outcomes deposited in PubChem by NCI.
All columns: NCI-60 one-dose screen, growth in % after 48 h at 10 µM unless noted; 100 = growth as untreated, 0 = no growth, -100 = all killed.
NCI/ADR-RES – NCI/ADR-RES ovarian cells; 81,000 tested, 4.4% active
OVCAR-4 – OVCAR-4 ovarian cancer cells | 80,000 tested, 3.7% active | AID 1794784
SK-OV-3 – SK-OV-3 ovarian cancer cells; 80,000 tested, 3.2% active; AID 1794785
OVCAR-5 – OVCAR-5 ovarian cancer. AID 1794783. 82,000 tested, 2.9% active
NCI-H23 – NCI-H23 lung cancer. 80,000 tested, 4% active. AID 1794731
SN12C – SN12C renal cancer cells | 81,000 tested, 3.8% active
NCI-H226 – NCI-H226 lung cancer; 79,000 tested, 3.5% active
IGROV1 – IGROV1 ovarian cancer. 79,000 tested, 4.7% active. AID 1794786
OVCAR-3 – OVCAR-3 ovarian cancer. AID 1794787. 79,000 tested, 7% active
Starred values were filed as active, the others as inactive; x = no result given; & = joins results of further samples; [ ] = another dose, or the depositor's remark. How the source made its calls: active means growth percent below 10; inactive means the rest.

SMILES	NCI/ADR-RES	OVCAR-4	SK-OV-3	OVCAR-5	NCI-H23	SN12C	NCI-H226	IGROV1	OVCAR-3
O=C1[O][Bi][O]c2ccccc21	80.6	102.1	109.6	111.9	103.0	89.6	115.1	97.4	93.1
CSc1nc(=O)n(CCc2ccc(Cl)cc2)c(=O)n1Cc1ccc(C(=O)O)cc1	102.4	90.7	104.3	107.2	93.0	94.8	83.7	101.6	112.3
O=c1oc2ccc3ccccc3c2cc1-c1ccnc2ncnn12	96.3	107.7	96.7	100.1	90.1	100.7	103.8	91.1	101.4
COc1cc(CNC(=O)c2ccc(Br)cc2)ccc1O	99.9	90.9	97.1	95.0	96.3	89.9	95.7	98.0	99.6
OC(C/C(=N\N1CCCCC1)c1cccs1)(C(F)(F)F)C(F)(F)F	102.3	108.3	107.5	113.0	96.4	112.0	106.4	107.9	117.7
COc1ccccc1NC(=O)C1CC(c2ccc(F)cc2)=NO1 (stereo not given)	95.8	102.0	112.0	108.1	100.0	96.3	99.2	105.4	110.0
COc1ccc(-c2nsc3c2NC(=O)CC3c2cccc(OC)c2)cc1 (stereo not given)	32.4	39.9	14.2	52.9	43.3	66.9	x	45.5	-18.6*
O=C(O)C12C3CCC(O3)C1(C(=O)O)C1CCC2O1 (stereo not given)	101.5	114.0	106.0	106.4	97.7	95.3	99.1	119.2	101.6
CC/C(=C(/c1ccc(Cl)cc1)c1ccc(OCCN2CCCCCC2)cc1)c1ccccc1	90.8	79.6	114.1	85.2	77.5	77.0	97.6	97.3	93.9
O=S1(=O)OC2(CCCCC2)c2ccccc21	99.9	87.1	98.3	83.6	98.2	87.4	92.3	97.8	107.4
CN(C)c1ccc(/C=N/NC(=O)Cn2nc(-c3ccccc3)ccc2=O)cc1	101.5	103.2	107.8	117.1	91.7	117.7	77.6	114.8	117.3
COc1ccc(N2CC(c3nc4ccccc4o3)CC2=O)cc1 (stereo not given)	98.4	106.3	88.3	98.3	93.1	97.2	98.6	104.1	98.6
O=C1/C(=C/c2ccc(OCc3cccc(F)c3)cc2)Oc2cc(O)ccc21	84.2	72.7	81.7	101.4	81.3	69.8	69.4	86.7	82.4
Nc1nc(N)nc(-c2cccc([N+](=O)[O-])c2)n1	101.3	107.6	117.9	96.1	99.2	94.4	106.4	118.3	109.0
Cc1nc(Nc2cccc(N)c2)c2ccccc2n1	99.7	117.3	101.9	101.0	97.2	106.6	96.1	93.5	112.9
Cc1ccc(NS(=O)(=O)c2ccc(-c3cnc(C4CC4)o3)cc2)cc1C(F)(F)F	43.3	69.4	86.8	93.2	72.8	88.6	77.9	51.8	24.5
O=S(=O)(O)c1ccc(Sc2ccc(S(=O)(=O)O)cc2)cc1	93.9	115.1	102.7	80.8	90.4	95.6	108.6	88.9	103.6
CSc1nc(-c2ccc(F)cc2)c(C#N)c(N2CCOCC2)n1	97.5	90.6	97.3	89.2	101.4	98.8	80.0	92.0	98.1
CCN(CCCc1ccccc1)CCCc1ccccc1	112.2&87.3	102.2	104.6&105.0	102.9&86.0	105.8	107.3&93.3	109.4&95.0	98.2	113.4&99.8
Nc1nc(Cl)c2c(C(F)(F)F)cn(CC3CCNCC3)c2n1	109.0	101.2	107.2	110.4	47.5	85.7	110.9	-62.8*	94.7
N#C/C(=C\c1ccncc1)c1ccccc1	104.8	111.9	97.1	83.6	102.4	91.1	87.3	x	105.8
COc1ccc2[nH]c(=O)c(C3C4=C(CC(C)(C)CC4=O)Nc4nc(N)nc(N)c43)cc2c1 (stereo not given)	108.4	103.6	x	99.3	101.7	91.8	87.7	102.4	99.0
Fc1ccc(Nc2nc(-c3ccncc3)cs2)cc1	93.2	94.8	91.3	97.4	94.8	82.2	86.4	x	92.2
CC(C)COC(=O)c1ccc(NC(=O)CNCc2ccccc2)cc1	103.3	117.4	101.8	106.1	101.0	99.6	94.8	109.2	108.3
Clc1ccc2nc3nc4ccc[nH]c4cc3c2c1	88.3	49.2	98.1	127.1	73.7	90.8	83.8	52.9	83.1
CCOC(=O)c1csc(NC(=O)c2ccc(Nc3ccccc3)c([N+](=O)[O-])c2)n1	98.2	108.6	93.5	99.5	88.6	91.6	75.0	84.1	105.3
Cc1cc(C)n(-c2ccc([N+](=O)[O-])cc2[N+](=O)[O-])n1	113.2	100.6	116.0	104.9	107.0	101.3	97.0	100.0	110.0
CCC(C)c1ccc(OCC(C)OC(=O)Cc2ccccc2)cc1 (stereo not given)	119.7	105.9	93.2	96.2	110.3	108.0	94.0	108.9	108.5
COc1cc(-c2ccc3c(=O)n(C)c(=O)n(C)c3n2)cc(OC)c1OC	88.0	105.3	104.9	102.7	97.3	97.0	99.6	94.2	109.3
CCCCCCCCCCCc1nc(-c2cc(OC)c(OC)c(OC)c2)no1	98.5	100.7	106.6	98.1	93.1	93.9	94.6	95.5	109.0
COc1ccc(/C=C(/C(=O)O)c2ccc(OC)cc2)cc1	116.4	107.6	108.9	115.5	109.3	96.9	103.6	121.1	112.7
CCN1CCN(CC(=O)Nc2nc3ccc([N+](=O)[O-])cc3s2)CC1	102.8	108.5	109.0	101.7	94.8	103.1	100.9	107.1	106.5
N#Cc1ccc(C(=O)O)cc1	104.9	105.9	106.7	102.9	102.9	100.8	108.7	100.3	110.5
O=C(Nc1ccc(Oc2cccc(Cl)c2)c(Cl)c1)c1ccccn1	114.7	98.7	103.5	93.3	105.2	97.4	108.9	104.4	102.9
COc1ccc(CNC(=O)C2CSC3(C)c4ccccc4C(=O)N23)cc1 (stereo not given)	97.4	98.3	106.0	108.0	96.1	101.9	x	107.9	108.6
CC(C)CCC[C@@H](C)[C@H]1CC[C@H]2[C@@H]3C[C@@H](Br)[C@@]4(Br)C[C@@H](Cl)CC[C@]4(C)[C@H]3CC[C@]12C	98.7	111.6	x	106.2	94.8	113.4	105.7	105.3	72.2

Of the compounds above, these contain a carbonyl joined to an NH by a bond outside any ring.
SMILES	NCI/ADR-RES	OVCAR-4	SK-OV-3	OVCAR-5	NCI-H23	SN12C	NCI-H226	IGROV1	OVCAR-3
COc1cc(CNC(=O)c2ccc(Br)cc2)ccc1O	99.9	90.9	97.1	95.0	96.3	89.9	95.7	98.0	99.6
COc1ccccc1NC(=O)C1CC(c2ccc(F)cc2)=NO1 (stereo not given)	95.8	102.0	112.0	108.1	100.0	96.3	99.2	105.4	110.0
CN(C)c1ccc(/C=N/NC(=O)Cn2nc(-c3ccccc3)ccc2=O)cc1	101.5	103.2	107.8	117.1	91.7	117.7	77.6	114.8	117.3
CC(C)COC(=O)c1ccc(NC(=O)CNCc2ccccc2)cc1	103.3	117.4	101.8	106.1	101.0	99.6	94.8	109.2	108.3
CCOC(=O)c1csc(NC(=O)c2ccc(Nc3ccccc3)c([N+](=O)[O-])c2)n1	98.2	108.6	93.5	99.5	88.6	91.6	75.0	84.1	105.3
CCN1CCN(CC(=O)Nc2nc3ccc([N+](=O)[O-])cc3s2)CC1	102.8	108.5	109.0	101.7	94.8	103.1	100.9	107.1	106.5
O=C(Nc1ccc(Oc2cccc(Cl)c2)c(Cl)c1)c1ccccn1	114.7	98.7	103.5	93.3	105.2	97.4	108.9	104.4	102.9
COc1ccc(CNC(=O)C2CSC3(C)c4ccccc4C(=O)N23)cc1 (stereo not given)	97.4	98.3	106.0	108.0	96.1	101.9	x	107.9	108.6

The list goes on:
SMILES	NCI/ADR-RES	OVCAR-4	SK-OV-3	OVCAR-5	NCI-H23	SN12C	NCI-H226	IGROV1	OVCAR-3
CNC(=O)c1cc(-c2ccc(NS(=O)(=O)c3ccc(C(C)(C)C)cc3)cc2)nc2cccnc12	85.5	90.9	98.6	86.4	92.7	76.3	73.9	75.4	69.4
CN1C(=O)N(C)C2Nn3c(s/c(=C\c4ccco4)c3=O)=NC21 (stereo not given)	108.6	103.9	x	100.2	104.2	100.1	x	102.0	111.6
O=c1c2sc3ncc(Br)cc3c2ncn1-c1ccccc1	92.1	96.5	64.0	79.5	103.9	81.6	92.1	121.9	115.0
CCNc1ccc2c(-c3ccccc3C(=O)O)c3ccc(=[N+](CC)CC)cc-3oc2c1	105.2	x	97.6	103.6	99.1	94.2	94.5	97.3	100.8
COc1cc(NC(=O)CCl)ccc(=O)c1	92.0	75.0	73.9	93.2	53.7	71.7	122.1	58.1	61.1
Nc1c2c(nc3ccc(Br)cc13)CC(c1ccccc1)CC2=O (stereo not given)	11.0	68.7	63.6	49.2	37.7	51.3	71.2	36.7	14.7
CC1(C)CC[C@]2(C(=O)NCc3cn(-c4ccc(F)cc4)nn3)CC[C@]3(C)C(=CC[C@@H]4[C@@]5(C)Cc6c([nH]c7ccccc67)C(C)(C)[C@@H]5CC[C@]43C)[C@@H]2C1	79.3	90.7	99.3	96.3	83.0	90.6	84.6	94.2	106.9
C[C@H](NC(=O)[C@@H]1CCCN1C)[C@H](Oc1ccc2c(cnn2-c2ccc(F)cc2)c1)c1ccc2c(c1)OCCO2	60.5	81.2	80.9	82.2	85.2	49.7	54.4	77.3	80.2
COc1ccc(CCNC(=O)C(=O)[C@H](Cc2ccccc2)NC(=O)c2oc3cc(OC)c(O)cc3c(=O)c2C)cc1	104.0	94.2	111.0	102.5	100.1	92.8	111.5	93.9	107.6
COc1ccc2c(C3(c4cn(C)c5cc(OC)ccc45)C(=O)Nc4ccc(Br)cc43)cn(C)c2c1	100.9	108.4	94.5	99.1	95.9	98.5	97.0	67.5	89.3
CCOC(=O)N1CC/C(=N\NC(N)=O)C1	113.8	114.0	104.5	105.8	101.7	102.4	103.8	106.1	106.8
CC(C)(C=O)CCC#N	93.2	106.8	107.0	90.5	83.2	86.7	87.4	102.4	116.0
O=C(Nc1cccc(Cn2c(=O)[nH]c3ccc(Oc4ncccn4)cc3c2=O)c1)Nc1c(Cl)cccc1Cl	95.3	112.3	116.2	99.0	95.4	97.4	100.8	99.8	101.3
CC(C)NC(=O)c1cc(-c2ccc(NC(=O)Nc3ccc(F)c(C(F)(F)F)c3)cc2)nc2cccnc12	98.2	92.3	105.0	113.1	93.2	98.4	94.8	110.1	108.8
COc1ccc(C)cc1NC(=O)SC(C)C	103.3[100 µM]	96.7[100 µM]	111.1[100 µM]	101.8[100 µM]	101.6[100 µM]	96.6[100 µM]	89.6[100 µM]	101.8[100 µM]	116.1[100 µM]
COc1ccc2[nH]cc(-c3nc(N)nnc3-c3cncc(Br)c3)c2c1	99.4	90.5	103.5	96.2	88.7	99.3	79.7	94.2	128.2
COC(=O)COc1ccc([N+](=O)[O-])cc1Cl	110.0	98.2	97.0	104.5	99.8	107.8	104.4	94.7	104.0
CN(C)S(=O)(=O)c1ccc([N+](=O)[O-])cc1[N+](=O)[O-]	100.1	113.6	107.8	107.5	100.0	101.9	104.0	107.1	108.0
COc1cc2c(c(OC)c1OC)C(=O)CC(c1cccc(NC(=O)c3ccccc3)c1)O2 (stereo not given)	86.5	88.6	98.8	104.6	92.3	89.9	77.4	95.1	101.3
CCCN(CCC)c1ccc(/C=C/c2ccnc3ccccc23)cc1	88.8	81.5	100.8	106.2	68.8	74.0	57.1	x	95.5
Cc1ccc(C(=O)Nc2nc3cc(C(=O)N4CCN(C(c5ccccc5)c5ccccc5)CC4)ccc3o2)cc1	30.7[6.75 µM]	44.9[6.75 µM]	60.1[6.75 µM]	75.0[6.75 µM]	47.5[6.75 µM]	36.2[6.75 µM]	58.8[6.75 µM]	40.1[6.75 µM]	29.0[6.75 µM]
CCOC(=O)c1cn2c3c(c(C)cc(C)c3c1=O)C(=O)/C(=C/c1ccc(F)cc1)C2	98.1	98.7	80.5	93.5	94.1	79.1	87.9	104.2	104.9
O=C1Nc2ccccc2C1=NCCN1CCOCC1	100.2	102.8	119.3	104.2	93.8	98.6	98.0	98.0	111.3
Cc1ccc2c(/C=C/C(=O)c3cc(CN4CCOCC4)c(O)c4nc(C)ccc34)cc(CN3CCOCC3)c(O)c2n1	8.3*	-74.3*	-1.8*	0.6*	-2.2*	7.9*	-13.0*	3.0*	-13.2*
CCn1c(=O)c(C(=O)NCCCO)c(O)c2ccccc21	111.1	100.0	114.7	115.8	109.6	104.3	99.1	107.8	155.1
O=C(NCCNc1nccc(-c2c(-c3cccc(O)c3)nc3sccn23)n1)c1ccccc1O	73.6	96.2	60.5	88.7	57.4	48.0	80.5	31.6	60.2
COC(=O)c1c2c(c(C)[n+]([O-])c1C)C(=O)C(NCc1ccc(OC)cc1)=CC2=O	10.1	-39.2*	99.2	53.0	27.5	1.0*	81.7	8.2*	-18.6*
NC(=O)NC(=O)Oc1cccc2ccccc12	98.8	93.3	100.4	92.7	100.6	81.1	95.9	82.2	89.5
CCOC(=O)Nc1nnc(Sc2nc3c(c(=O)n(C)c(=O)n3C)n2CC)s1	96.4	99.3	x	88.4	93.7	96.0	93.9	100.1	103.3
OC(COc1ccc(Cl)cc1)CN1CCN(c2ccccc2Cl)CC1 (stereo not given)	113.7	92.5	105.1	85.1	106.2	101.0	99.4	98.1	105.7
O=C(O)c1cc([N+](=O)[O-])ccc1-c1ccc([N+](=O)[O-])cc1C(=O)O	95.1	104.1	106.9	110.8	92.5	94.5	96.1	115.7	104.7
Cc1csc(NC(=O)c2ccc(/C=C3\SC(=S)N(C)C3=O)cc2)n1	94.8	109.7	100.8	93.7	100.1	99.1	83.9	90.0	105.6
O=C(N/N=C\c1c[nH]c2ccccc12)N/N=C/c1c[nH]c2ccccc12	108.4	x	98.5	124.9	91.8	91.4	80.0	103.8	102.8
